Screening results from PubChem.
Luc counter: Kinase-Glo luciferase inhibition (counter-screen). Q27757. Kinase-Glo luciferase, ATP luminescence, 8 min. Potency, µM (highest dose often 38.3 µM), for inactives: at the highest dose activity change, negative = inhibition, usual class: inhibitors. actives 0.28% (n = 200,000); also: potency is read from the fitted curve at half-maximal effect; % is scaled to controls: 0 for no effect and ±100 for the full control effect; nearly all actives have a fitted effect of over 60% in size
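Compound is pinned into ATP-containing buffer (10 uM ATP, imidazole pH 7.2, 7 mM MgCl2). Kinase-Glo luciferase reagent is then added. Light output is recorded following an 8-min room-temperature incubation.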
HTT ATP protect: protects HTT-Q103 PC12 cells, measured by ATP. Potency, µM (series often up to 56.4 µM), inactives show cytoprotection (ATP increase), hits mostly activators. PC12 HTT-Q103 induced, cytoprotection, ATP luminescence, 40 h. actives 0.14% (n = 230,000). AID 1471;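 also: potency is read from the fitted curve at half-maximal effect; % of control where 0% means no effect; nearly all actives have a fitted effect of over 45% in size; toxic huntingtin expression switched on by the ecdysone agonist tebufenozide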
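Huntington model: PC12 line, ecdysone-inducible HTTQ103 exon1–GFP, tebufenozide 100 nM. Test articles in a dose series. Endpoint luminescence from cellular ATP.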
HTT aggregate: reduces HttQ103-GFP aggregates in PC12 cells | Potency, µM (titrated, usually from 46.1 µM), for inactives: at the top dose activity change, negative = inhibition, most hits filed as inhibitors | actives 1.1% (n = 220,000) | PC12 HttQ103-GFP aggregates, Acumen cytometry, 40 h; also: potency is read from the fitted curve at half-maximal effect; % is scaled to controls: 0 for no effect and ±100 for the full control effect; nearly all actives have a fitted effect of over 60% in size
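Quantitative HTS on tebufenozide-induced (100 nM) PC12 cells stably expressing polyQ103 Huntingtin exon 1–GFP. Reduction of bright GFP aggregates, detected by laser scanning cytometry after lysis, identified actives across the titration.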
CBFb RUNX1 block: inhibitors of human CBF-beta and RUNX1 interaction; Q01196+Q13951; AlphaScreen CBFb-His/RUNX1-biotin binding, biochemical; Potency, µM (top dose mostly 59.8 µM), for inactives: top-dose activity, negative = inhibition, actives largely listed as inhibitors; 230,000 tested, under 10 active; also: % of control where 0% means no effect
Target sequence (Q01196 whole entry, looked up): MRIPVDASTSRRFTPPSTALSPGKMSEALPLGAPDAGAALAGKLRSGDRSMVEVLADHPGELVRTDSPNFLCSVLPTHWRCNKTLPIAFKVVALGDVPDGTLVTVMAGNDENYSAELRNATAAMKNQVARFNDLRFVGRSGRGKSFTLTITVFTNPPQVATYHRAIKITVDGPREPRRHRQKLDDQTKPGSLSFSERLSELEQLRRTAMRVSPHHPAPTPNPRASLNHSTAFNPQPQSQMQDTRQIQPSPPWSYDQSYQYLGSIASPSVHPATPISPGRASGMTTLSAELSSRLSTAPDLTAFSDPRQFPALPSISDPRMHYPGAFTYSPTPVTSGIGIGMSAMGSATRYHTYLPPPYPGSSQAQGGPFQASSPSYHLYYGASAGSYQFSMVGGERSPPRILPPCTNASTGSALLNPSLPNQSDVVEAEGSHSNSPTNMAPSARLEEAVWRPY
Target sequence (Q13951 whole entry, looked up): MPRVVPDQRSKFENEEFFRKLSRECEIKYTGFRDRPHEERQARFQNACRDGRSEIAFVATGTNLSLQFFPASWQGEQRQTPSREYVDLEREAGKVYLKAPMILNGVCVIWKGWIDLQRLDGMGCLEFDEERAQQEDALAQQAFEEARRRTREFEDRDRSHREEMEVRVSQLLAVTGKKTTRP
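Read-out: AlphaScreen. Format: His-CBF-beta with biotinylated RUNX1 (30 nM each) preincubated 20 min, compound 15 min, Ni-chelate plus streptavidin beads 90 min; room temperature throughout.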
SMN2 splice up: SMN2 splice variant enhancement | HEK293 SMN2-luciferase splicing reporter, luminescence, 30-36 h | Potency, µM (doses to about 46.1 µM), inactives show at the highest dose activity change, positive = activation, hits mostly activators | actives 2.8% (n = 210,000) | AID 1458; also: potency is read from the fitted curve at half-maximal effect; % of control where 0% means no effect; nearly all actives have a fitted effect of over 55% in size
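qHTS luciferase splicing reporter: luminescence rises when SMN2 exon 7 is included in transfected HEK293 cells. Compound exposure lasted 30-36 h at 37C, with 4.5 mM final sodium butyrate as control, followed by a ONE-Glo read.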
Lamin A splicing: modulators of lamin A splicing; HeLa LMNA splicing GFP/RFP minigene ratio, 48 h; Potency, µM (titrated, usually from 46.1 µM), inactives show top-dose ratio change, negative = inhibition, usual class: inhibitors; actives 0.01% (n = 200,000); AID 1487; active = well fitted inhibition curve with a large enough effect in the signal ratio, with a control signal flat, not every such curve was filed as active; inconclusive = small, poorly fitted or top-dose-only effect, or effect the other way, or a change in a side signal; the % refers to the signal ratio; also: potency is read from the fitted curve at half-maximal effect; % is scaled to controls: 0 for no effect and ±100 for the full control effect
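Read-out is the ratio of GFP to DsRed2 object intensity, acquired by 488 nm laser-scanning cytometry on HeLa lamin A-EGFP minigene reporter cells. Compound incubation 48 hrs at 37 °C in Opti-MEM with 2% FBS; DMSO 0.5% final.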
IMPase Li inh: IMPase inhibition in cells with lithium potentiation | CHO-M1 cells, IP1 TR-FRET (IP-One), carbachol + lithium | Potency, µM (top dose mostly 59.4 µM), for the others: at the top dose activity, negative = IMPase inhibition, actives largely listed as inhibitors | actives 0.35% (n = 210,000) | AID 1457;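 also: IP1 builds up when IMPase is blocked and the TR-FRET signal falls; potency is read from the fitted curve at half-maximal effect; plate controls were basal vehicle for no effect and high inhibitor control for full effect; nearly all actives have a fitted effect of over 50% in size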
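CHO-M1, 2000 cells/well, 16–30 h culture; cpd + low Li+, 30 min 37C; lysis with d2-IP1/Eu-anti-IP1 Ab, 10 min RT; TR-FRET 665/620 ratio and 620 channel; AC50 via Hill.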
An asterisk follows results filed as active; ? = inconclusive; · = not tested or not shown; [ ] = dose if it differs, or a comment. Unless noted, calls follow the shape of the dose curve; as a rule, active = well fitted curve in the direction sought with a large enough effect; inconclusive = small, poorly fitted or top-dose-only effect, or another doubt; inactive = no such curve, though single readings can be large; an effect the other way counts as inactive or inconclusive.

SMILES	Luc counter	HTT ATP protect	HTT aggregate	CBFb RUNX1 block	SMN2 splice up	Lamin A splicing	IMPase Li inh
COC(=O)[C@@]1(Cc2ccc(OC)cc2)[C@H]2c3cc(C(=O)N4CCCC4)n(CCCNc4ncc(C(F)(F)F)cc4Cl)c3C[C@H]2CN1C(=O)c1ccccc1	-3%	14%	·	-10%	-20%	·	-9%
O=C(CCn1[nH]c(=O)c2ccccc2c1=O)NCCO	0%	-9%	-14%	-1%	0%	-7%	-5%[38.3 µM]
CN(C)CCN1C(=O)C(=O)/C(=C(/O)c2ccc(F)cc2)C1c1ccccc1F (centres undefined)	-3%	-9%	-8%	13%	12%	8%	0%[38.3 µM]
COc1ccc(/C=C/C(=O)N2CCC(c3ccccc3)C2)cc1 (centres undefined)	1%	-11%[10 µM]	9%	-16%	4%	0%	9%
CCOC(=O)C1CCN(C(=O)CN(Cc2ccccc2)S(C)(=O)=O)CC1	0%	-10%	16%	4%	28%	14%	21%[38.3 µM]
COCCn1c(-c2ccc(OC)cc2)cnc1SCC(=O)Nc1cc(C)on1	0%	-6%[10 µM]	-1%	-1%	-19%	?	5%[38.3 µM]
CCOC(=O)c1ccccc1NC(=O)CN(c1ccc(OCC)cc1)S(C)(=O)=O	0%	-17%[10 µM]	-21%[9.22 µM]	8%	·	2%[46 µM]	-2%
O=C(CN1C(=O)c2ccccc2C1=O)Nc1ccc(Cl)cn1	0%	-10%	-5%	-1%	-43%[inhibitor]	·	-6%
Cc1onc(-c2ccccc2)c1C(=O)N=C(N)c1ccc(Cl)cc1	·	-4%[10 µM]	7%[9.22 µM]	7%	·	·	·
COC(=O)c1ccc2c(=O)n(-c3ccccc3F)c(=S)[nH]c2c1	1%	22%	-13%	-2%	-55%[inhibitor]	·	-2%
COc1cccc(Oc2ccc(N)cc2)c1	-4%	-1%[0.074 µM]	7%	-5%	?	4%	32%[activator][38.3 µM]
CCCCOc1ccccc1NC(=O)CSc1nnnn1C(C)(C)C	·	-5%	1%	10%	·	-2%	·
Cc1ccn2c(NC3CCCCC3)c(C(C)C)nc2c1	-1%	4%[10 µM]	1%	-4%	-9%	0%	13%
COCC(C)NC(=O)COc1ccc(Cl)cc1Cl (centres undefined)	2%	24%[10 µM]	0%	-5%	-23%	?	2%
C#CCNC(=O)C1=C[C@@H](c2csc3ccccc23)[C@H](CCCO)[C@@H](OCC)O1	·	13%[10 µM]	-1%[9.22 µM]	20%	·	·	1%
CCOC(=O)C1=C(C)c2ccccc2OC1(CC)C(=O)OCC (centres undefined)	1%[39.9 µM]	-21%	·	?	·	·	13%
COCCCNC(=O)c1cc(C)nc2ccc(F)cc12	1%	-3%[10 µM]	-5%	-17%	12%	18%	7%[38.3 µM]
c1ccc(Sc2nc(N3CCCCC3)nc(N3CCCCC3)n2)nc1	2%	8%[10 µM]	?	4%	-13%	?	8%[38.3 µM]
COc1ccc(O)c(C(=O)CC(=O)c2ccccc2C)c1	-1%	0%[10 µM]	-7%[9.22 µM]	-4%	·	·	18%
O=C1NC(c2ccccc2)=N/C1=C/c1ccco1	?	-34%[10 µM]	3%	?	13µM*	-3%	21%
Cc1cnc(C(=O)Nc2ccccc2-c2nnn(CC(=O)NC3CCCC3)n2)cn1	-3%	-13%[10 µM]	-5%	8%	?	-8%	17%[38.3 µM]
C=CCC1C=C(Cc2ccccc2)CC(CC=C)N1 (centres undefined)	-2%	-9%	9%	13%	7%	-4%[46 µM]	21%
N#Cc1cccc(NC(=O)N2CCC3(CC2)CCN(C(=O)c2csnn2)CC3)c1	-1%	-6%	·	·	-22%	·	11µM*
CC(=O)c1cccc(NC(=O)N[C@@H](CC(C)C)C(=O)O)c1	1%	-12%[0.074 µM]	6%	1%	-4%	-3%	9%[38.3 µM]
Cc1ccc(C2C(C#N)=C(N)Oc3n[nH]c(-c4cccs4)c32)cc1 (centres undefined)	1%	-12%[10 µM]	4%	-12%	-2%	1%	1%
SMILES	Luc counter	HTT ATP protect	HTT aggregate	CBFb RUNX1 block	SMN2 splice up	Lamin A splicing	IMPase Li inh
CSc1cccc(NC(=S)N(CCC(C)C)C2CCN(C(C)=O)CC2)c1	9%	-6%	27%	-2%	-20%	·	6%
Cc1ccc(NC(=O)NC(=O)COc2ccc(Cl)cc2Cl)c(C)c1	3%	15%[10 µM]	9%	-14%	10%	-6%	-7%
Cc1c(C)n(C(=O)CN2CCN(c3ccccc3)CC2)c2ccccc12	6%	2%	?	-1%	20%	5%	21%[38.3 µM]
COc1cc(Cl)c(S(=O)(=O)N2CCN(Cc3ccc4c(c3)OCO4)CC2)cc1Cl	-3%	-3%	18%	-7%	-2%	?	7%
CCOC(=O)C1=C(C)OC(N)=C(C#N)C1c1ccccc1 (centres undefined)	-1%	40%[10 µM]	18%[9.22 µM]	-2%	·	·	6%
FC(F)(F)Oc1ccc(Nc2nc3ccccc3o2)cc1	-5%	?	0%	10%	?	8%	8%[38.3 µM]
O=C(NCc1ccccc1)N1CCN(c2ccccc2F)CC1	0%	-3%[10 µM]	11%	6%	18%	-12%	1%
COC(=O)c1ccccc1NC(=O)CN(C)S(=O)(=O)c1cc(C)ccc1OC	-2%	0%	-8%	21%	-5%	1%	33%[activator][38.3 µM]
N#C/C(=C/c1cccc([N+](=O)[O-])c1)c1nnc2n1CCCCC2	3%	21%[10 µM]	-20%	-3%	-35%[inhibitor]	?	4%
O=C(c1ccccc1)N(Cc1ccc2c(c1)OCO2)Cc1nc2ccccc2c(=O)[nH]1	12%	-3%	5%	2%	-8%	-2%	15%[38.3 µM]
CC(=O)Nc1ccc2c(c1)nc(CCN1CCOCC1)n2C	2%	6%[0.074 µM]	-16%	4%	-15%	3%	5%[38.3 µM]
COc1ccc(CCNC(=O)CCNS(=O)(=O)c2cccc3nsnc23)cc1OC	9%	6%[10 µM]	6%	4%	-2%	-13%	-1%
Cc1cc(-n2c(C)cc(C(=O)CN3C(=O)NC4(CCCC4)C3=O)c2C)no1	5%	0%[10 µM]	6%	5%	10%	-8%	-4%
COc1ccc(CN2CCC(CO)(Cc3cccc(C(F)(F)F)c3)CC2)cc1Cn1cccn1	-2%	6%[10 µM]	4%[9.22 µM]	11%	·	-16%[46 µM]	28%
CCOC(=O)CSc1nc2sc(C)c(C)c2c(=O)n1N	-6%	·	-24%	5%	22%	?	-5%
Cc1nn(C)c(Cl)c1/C=N/OC(=O)c1ccccc1	-2%	-35%	16%	4%	0%	·	3%
Cc1ccccc1NC(=O)NCCc1ccc(Cl)cc1	0%	-19%[10 µM]	-12%[9.22 µM]	8%	1%	1%[46 µM]	6%
O=C(CCN1CCCCC1)NNC(=O)C12CC3CC(CC(C3)C1)C2	-2%	-53%[inhibitor]	7%	1%	-9%	?	3%
Cn1c(=O)n(CC(=O)N2CCN(c3nnc(-c4ccccc4)c4ccccc34)CC2)c2ccccc21	1%	-17%[10 µM]	14µM*	9%	-53%[inhibitor]	?	-3%[38.3 µM]
COc1ccc(S(=O)(=O)NCCSCc2ccco2)cc1	-2%	-15%[10 µM]	?	?	13%	4%	15%[38.3 µM]
CC(C)CC(NC(N)=O)C(=O)OCC(=O)NC(=O)NC1CCCC1 (centres undefined)	-9%	4%	1%	-4%	2%	11%	-13%[38.3 µM]
O=[N+]([O-])c1cc(C(F)(F)F)ccc1NCCc1c[nH]c2ccccc12	0%	13%[10 µM]	?	-9%	-30%	?	53%[activator]
CC(OC(=O)c1ccc(O)cc1)C(=O)Nc1cc(C(F)(F)F)ccc1Cl (centres undefined)	·	-17%[10 µM]	-28%[9.22 µM]	8%	·	·	·
O=C(CCc1nnc(-c2ccc3c(c2)OCO3)o1)N1CCC(c2ccc(F)cc2)C1 (centres undefined)	-4%	22%[10 µM]	15%[9.22 µM]	-3%	·	?	-3%
O=C(COC(=O)c1cc(=O)[nH]c2ccccc12)Nc1nccs1	·	3%[10 µM]	-10%[9.22 µM]	-8%	·	·	·

Three structures from above, sorted by length of the SMILES, falling.
SMILES	Luc counter	HTT ATP protect	HTT aggregate	CBFb RUNX1 block	SMN2 splice up	Lamin A splicing	IMPase Li inh
Cn1c(=O)n(CC(=O)N2CCN(c3nnc(-c4ccccc4)c4ccccc34)CC2)c2ccccc21	1%	-17%[10 µM]	14µM*	9%	-53%[inhibitor]	?	-3%[38.3 µM]
Cc1ccc(NC(=O)NC(=O)COc2ccc(Cl)cc2Cl)c(C)c1	3%	15%[10 µM]	9%	-14%	10%	-6%	-7%
FC(F)(F)Oc1ccc(Nc2nc3ccccc3o2)cc1	-5%	?	0%	10%	?	8%	8%[38.3 µM]

(list continues)
SMILES	Luc counter	HTT ATP protect	HTT aggregate	CBFb RUNX1 block	SMN2 splice up	Lamin A splicing	IMPase Li inh
Cc1ccc(C(=O)Nc2sc(C)c(-c3ccccc3)c2C(N)=O)cc1[N+](=O)[O-]	-6%	-4%	9%	0%	-49%[inhibitor]	5%	13%[38.3 µM]
COc1ccc(Cl)cc1-c1nc(SCC(=O)NC(C)C(C)C)n[nH]1 (centres undefined)	1%	15%	-32%	2%	-25%	?	-2%
COc1ccc(NC(=O)c2cncc(Br)c2)c(S(=O)(=O)N2CCOCC2)c1	12%	23%[10 µM]	?	9%	1%	11%	1%[38.3 µM]
CCCOC(=O)Cc1c(O)c2ccccc2[nH]c1=O	-4%	-10%[10 µM]	-13%	2%	3%	-9%	5%[38.3 µM]
O=C(COc1ccc([N+](=O)[O-])cc1)N1CCN(c2nnc(-c3ccccc3)c3ccccc23)CC1	·	-10%[10 µM]	?	4%	·	·	·
NC(=O)NC(=O)C[n+]1cccc(/C=N/O)c1	1%	-55%[inhibitor]	-3%	-3%	4%	?	5%
COC(=O)N1CCC2(CCCN(Cc3cc(C(F)(F)F)cc(C(F)(F)F)c3)C2)CC1	-4%	2%	·	·	-15%	·	4%
C=CCOC(=O)C1=C(C)Nc2[nH]c(=O)[nH]c(=O)c2C1c1ccccc1 (centres undefined)	2%	-3%	4%	-2%	-53%	8%[9.22 µM]	6%
O=C(Cc1csc(-c2ccccc2)n1)NCc1ccc(F)cc1	·	20%[10 µM]	12%	1%	·	-8%	·
CCC(=O)c1ccc2ncccc2c1	2%	1%[0.074 µM]	-15%	7%	24%	4%	4%
COC(=O)CSc1nnc(-c2cccs2)n1-c1ccc(Cl)cc1	-2%	-15%	-20%	4%	13%	9%	21%[38.3 µM]
CCCCOC(=O)Cn1c(-c2ccccc2)nc2ccccc2c1=O	3%	·	11%	26%	-9%	6%	1%
